High-throughput results as filed in PubChem.
Mtb BioA inh = blocks M. tuberculosis BioA enzyme activity; purified M. tuberculosis BioA enzyme, plate reader; 360,000 compounds, 0.096% hits; inhibition, % at 9.99 µM; in the data active means inhibition above about 40%
* = called active by the depositor; & = joins results of further samples.

A first look:
What do the screens show for `O=C(CCN1CCCCC1)NCC[C@@H]1CC[C@H](NC(=O)C2CCC2)[C@@H](CO)O1`?
Mtb BioA inh: 4.2

Results for COc1ccc(CN(C)C[C@H]2Oc3ccc(NC(=O)CCC(F)(F)F)cc3CC(=O)N([C@@H](C)CO)C[C@@H]2C)cc1 ?
Mtb BioA inh: 2.5

How did CC(C)C#Cc1ccc2c(c1)O[C@H](CN(C)C(=O)CN(C)C)[C@H](C)CN([C@H](C)CO)S2(=O)=O do in these assays?
Mtb BioA inh: -2.1

How did C[C@H]1CN([C@@H](C)CO)C(=O)Cc2cc(NS(=O)(=O)c3ccc(F)cc3)ccc2O[C@H]1CN(C)CC1CCCCC1 do in these assays?
Mtb BioA inh: -4.6

Results for O=C(Nc1ccc(F)cc1)N[C@H]1C=C[C@@H](CC(=O)N2CCCCC2)O[C@@H]1CO ?
Mtb BioA inh: 4.0

Results for C[C@H]1CCCCO[C@H](CN(C)C(=O)Nc2cccc3ccccc23)[C@@H](C)CN([C@@H](C)CO)C(=O)c2cc(N(C)C)ccc2O1 ?
Mtb BioA inh: 2.1

Results, previewed entries included:
What do the screens show for `O=C(CCN1CCCCC1)NCC[C@@H]1CC[C@H](NC(=O)C2CCC2)[C@@H](CO)O1`?
Mtb BioA inh: 4.2

Results for COc1ccc(CN(C)C[C@H]2Oc3ccc(NC(=O)CCC(F)(F)F)cc3CC(=O)N([C@@H](C)CO)C[C@@H]2C)cc1 ?
Mtb BioA inh: 2.5

How did CC(C)C#Cc1ccc2c(c1)O[C@H](CN(C)C(=O)CN(C)C)[C@H](C)CN([C@H](C)CO)S2(=O)=O do in these assays?
Mtb BioA inh: -2.1

How did C[C@H]1CN([C@@H](C)CO)C(=O)Cc2cc(NS(=O)(=O)c3ccc(F)cc3)ccc2O[C@H]1CN(C)CC1CCCCC1 do in these assays?
Mtb BioA inh: -4.6

Results for O=C(Nc1ccc(F)cc1)N[C@H]1C=C[C@@H](CC(=O)N2CCCCC2)O[C@@H]1CO ?
Mtb BioA inh: 4.0

Results for C[C@H]1CCCCO[C@H](CN(C)C(=O)Nc2cccc3ccccc23)[C@@H](C)CN([C@@H](C)CO)C(=O)c2cc(N(C)C)ccc2O1 ?
Mtb BioA inh: 2.1

What do the screens show for `CS(=O)(=O)Nc1ccc2c(c1)[C@@H]1C[C@H](CC(=O)NCc3ccccc3F)O[C@@H](CO)[C@@H]1O2`?
Mtb BioA inh: -0.8

What do the screens show for `C[C@H](CO)N1C[C@H](C)[C@H](CN(C)C(=O)NC2CCCC2)Oc2ncc(-c3ccc(F)cc3)cc2C1=O`?
Mtb BioA inh: -0.4&1.1

Results for COCC(=O)Nc1ccc2c(c1)C(=O)N(C)[C@H]1CC[C@H](CC(=O)Nc3ccccc3OC)O[C@@H]1CO2 ?
Mtb BioA inh: -0.2

How did O=C(NC1CCCC1)N1CCCCN2[C@H](C1)[C@H](c1ccc(-c3cncnc3)cc1)[C@@H]2CO do in these assays?
Mtb BioA inh: 0.8

Results for CN(C)C(=O)c1cccc(-c2ccc([C@H]3[C@@H](CO)N4CCCCN(CC5CCOCC5)C[C@@H]34)cc2)c1 ?
Mtb BioA inh: 3.4

How did CO[C@H]1CN(C)C(=O)c2cc(NS(C)(=O)=O)ccc2OC[C@H](C)N(C(=O)NC(C)C)C[C@H]1C do in these assays?
Mtb BioA inh: -1.5

Results for O=C(C1CCCC1)N1CCCCN2[C@H](CO)[C@@H](c3ccc(-c4cccc(F)c4)cc3)[C@H]2C1 ?
Mtb BioA inh: 1.1

How did COCC#Cc1ccc2c(c1)O[C@H](CN(C)C(=O)Nc1ccccc1F)[C@@H](C)CN([C@@H](C)CO)S2(=O)=O do in these assays?
Mtb BioA inh: -6.2

How did CCC(=O)N(C)C[C@H]1Oc2cc(-c3cccc(F)c3)ccc2S(=O)(=O)N([C@H](C)CO)C[C@@H]1C do in these assays?
Mtb BioA inh: 3.9

What do the screens show for `COc1ccc(CN(C)C[C@@H]2Oc3ccc(NC(=O)NC(C)C)cc3CC(=O)N([C@@H](C)CO)C[C@H]2C)cc1`?
Mtb BioA inh: -1.2

What do the screens show for `C[C@@H]1CN([C@H](C)CO)S(=O)(=O)c2ccc(C#Cc3ccc(F)cc3)cc2O[C@@H]1CN(C)S(=O)(=O)c1ccc(F)cc1`?
Mtb BioA inh: -3.4

What do the screens show for `CCCNC(=O)N1C[C@H]2[C@@H](c3ccccc31)[C@@H](CO)N2CC1CCCCC1`?
Mtb BioA inh: 1.6

Results for COc1ccc(CN(C)C[C@@H]2Oc3ccc(NC(=O)Nc4ccc(C(F)(F)F)cc4)cc3C(=O)N([C@@H](C)CO)C[C@H]2C)cc1 ?
Mtb BioA inh: 5.6

What do the screens show for `COc1ccc(S(=O)(=O)Nc2ccc3c(c2)C(=O)N([C@H](C)CO)C[C@H](C)[C@H](CN(C)C(=O)Cc2ccccc2)OCCCC[C@H](C)O3)cc1`?
Mtb BioA inh: 1.1

How did CC(C)NC(=O)Nc1ccc2c(c1)C(=O)N([C@@H](C)CO)C[C@H](C)[C@H](CN(C)S(=O)(=O)c1cccs1)O2 do in these assays?
Mtb BioA inh: 8.8

How did COCC(=O)N[C@@H]1C=C[C@@H](CC(=O)N2CCCCC2)O[C@@H]1CO do in these assays?
Mtb BioA inh: -1.5

Results for COc1ccc(S(=O)(=O)Nc2ccc3c(c2)C(=O)N([C@@H](C)CO)C[C@H](C)[C@H](CN(C)S(=O)(=O)c2ccc(OC)cc2)OCCCC[C@H](C)O3)cc1 ?
Mtb BioA inh: -1.3

How did CCC(=O)N1C[C@@H](C)[C@H](OC)CN(C)C(=O)c2ccc(NC(=O)C3CCCCC3)cc2OC[C@H]1C do in these assays?
Mtb BioA inh: -1.0

Results for C[C@@H]1CCCCO[C@@H](CN(C)Cc2ccccc2)[C@@H](C)CN([C@@H](C)CO)C(=O)c2cc(NS(=O)(=O)c3cn(C)cn3)ccc2O1 ?
Mtb BioA inh: 1.1

How did CCC(=O)N(C)C[C@@H]1Oc2cc(-c3ccc(OC)cc3)ccc2S(=O)(=O)N([C@H](C)CO)C[C@H]1C do in these assays?
Mtb BioA inh: 3.8

Results for C[C@H](CO)N1C[C@H](C)[C@H](CN(C)C(=O)CN(C)C)Oc2cc(Br)ccc2S1(=O)=O ?
Mtb BioA inh: 1.6

Results for COC(=O)C[C@@H]1C[C@@H]2c3cc(NC(=O)c4ccc5c(c4)OCO5)ccc3O[C@@H]2[C@@H](CO)O1 ?
Mtb BioA inh: 1.7

Results for O=C(CC(F)(F)F)N1C[C@@H]2[C@H](c3ccccc31)[C@H](CO)N2C(=O)C1CCCCC1 ?
Mtb BioA inh: -3.7

Results for C[C@H]1CN([C@@H](C)CO)C(=O)Cc2cc(NC(=O)C3CCCCC3)ccc2O[C@@H]1CN(C)C(=O)Nc1ccc(C(F)(F)F)cc1 ?
Mtb BioA inh: 5.9

What do the screens show for `COc1ccc(S(=O)(=O)N(C)C[C@H]2OCCCC[C@H](C)Oc3ccc(NS(=O)(=O)c4c(C)noc4C)cc3C(=O)N([C@H](C)CO)C[C@H]2C)cc1`?
Mtb BioA inh: -1.9

How did C[C@@H]1CCCCO[C@H](CN(C)S(=O)(=O)c2cccs2)[C@H](C)CN([C@@H](C)CO)C(=O)c2cc(NS(=O)(=O)c3ccc(F)cc3)ccc2O1 do in these assays?
Mtb BioA inh: -2.4

Results for CC(C)NC(=O)Nc1ccc2c(c1)C(=O)N([C@@H](C)CO)C[C@H](C)[C@H](CN(C)S(=O)(=O)c1ccccc1)O2 ?
Mtb BioA inh: 8.3

Results for O=C(C[C@H]1C[C@@H]2c3cc(NS(=O)(=O)c4ccc(F)cc4)ccc3O[C@@H]2[C@@H](CO)O1)NCc1ccc(-c2ccccc2)cc1 ?
Mtb BioA inh: -1.1

What do the screens show for `Cc1ccc(S(=O)(=O)Nc2ccc3c(c2)CC(=O)N([C@H](C)CO)C[C@@H](C)[C@H](CN(C)Cc2ccc(C(=O)Nc4ccccc4N)cc2)O3)cc1`?
Mtb BioA inh: 1.4

Results for COc1ccc(C(=O)Nc2ccc3c(c2)OC[C@@H](C)N(C(C)=O)C[C@H](C)[C@H](OC)CN(C)C3=O)cc1 ?
Mtb BioA inh: 4.9

How did CCC(=O)N1[C@@H]2c3ccc(C4=CCCC4)c(=O)n3C[C@@H]2[C@@H](CO)[C@@H]1C(=O)NC1CCCC1 do in these assays?
Mtb BioA inh: 0.5

Results for CCCC#Cc1ccc2c(c1)O[C@H](CN(C)C(=O)c1cnccn1)[C@H](C)CN([C@H](C)CO)S2(=O)=O ?
Mtb BioA inh: 0.3

Results for Cc1cc(C(=O)Nc2cccc3c2O[C@H](CN(C)Cc2ccccc2)[C@H](C)CN([C@@H](C)CO)C3=O)n(C)n1 ?
Mtb BioA inh: -2.2

How did C[C@H]1CN([C@@H](C)CO)S(=O)(=O)c2ccc(C#CCN(C)C)cc2O[C@H]1CN(C)C(=O)C1CC1 do in these assays?
Mtb BioA inh: 0.3

What do the screens show for `CC=Cc1ccc2n(c1=O)C[C@H]1[C@H](CO)[C@@H](C(=O)NCC3CC3)N(Cc3cccnc3)[C@@H]21` (mixture of isomers)?
Mtb BioA inh: -3.3

Results for O=C(C[C@@H]1CC[C@H]2[C@@H](COC[C@@H](O)CN2CC2CCOCC2)O1)NCc1ccc(Cl)cc1 ?
Mtb BioA inh: 0.5

What do the screens show for `CNC[C@@H]1Oc2cc(-c3cccc(F)c3)ccc2S(=O)(=O)N([C@@H](C)CO)C[C@H]1C`?
Mtb BioA inh: -1.2

Results for C[C@@H]1CN([C@@H](C)CO)C(=O)c2cc(NS(=O)(=O)c3ccc(Cl)cc3)ccc2O[C@H]1CN(C)Cc1ccc(-c2ccccc2)cc1 ?
Mtb BioA inh: 5.3

How did C[C@@H]1CN([C@H](C)CO)C(=O)c2cc(NC(=O)CCCN(C)C)ccc2O[C@@H](C)CCCCO[C@@H]1CN(C)Cc1ccc2c(c1)OCO2 do in these assays?
Mtb BioA inh: -3.0

Results for CC(C)NC(=O)N(C)C[C@H]1Oc2ccc(NS(=O)(=O)c3ccc(F)cc3)cc2CC(=O)N([C@@H](C)CO)C[C@@H]1C ?
Mtb BioA inh: 1.8

Results for COc1ccc(NC(=O)Nc2ccc3c(c2)C(=O)N([C@@H](C)CO)C[C@H](C)[C@H](CN(C)C(=O)CCC(F)(F)F)OCCCC[C@@H](C)O3)cc1 ?
Mtb BioA inh: -3.0

How did C[C@@H]1CN([C@H](C)CO)C(=O)c2cccc(NC(=O)c3nc4ccccc4s3)c2O[C@H]1CN(C)C(=O)Nc1ccccc1 do in these assays?
Mtb BioA inh: 0.5

How did C[C@H](CO)N1C[C@H](C)[C@H](CN(C)C(=O)c2ccccc2)OCCCC[C@H](C)Oc2ccc(NS(=O)(=O)c3ccc(Cl)cc3)cc2C1=O do in these assays?
Mtb BioA inh: -0.9

Results for C[C@H]1CN([C@@H](C)CO)C(=O)Cc2cc(NC(=O)Nc3ccc(C(F)(F)F)cc3)ccc2O[C@@H]1CN(C)Cc1ccc(C(=O)Nc2ccccc2N)cc1 ?
Mtb BioA inh: -9.4

How did CO[C@@H]1CN(C)C(=O)c2ccc(NC(=O)C3CCCC3)cc2OC[C@H](C)N(C(C)=O)C[C@@H]1C do in these assays?
Mtb BioA inh: 0.6

How did C[C@H]1CN([C@@H](C)CO)C(=O)c2cccc(NC(=O)c3nc4ccccc4s3)c2O[C@@H]1CN(C)Cc1ccncc1 do in these assays?
Mtb BioA inh: -0.6

What do the screens show for `COc1ccc(NC(=O)N(C)C[C@@H]2Oc3ccc(NS(=O)(=O)c4cn(C)cn4)cc3C(=O)N([C@H](C)CO)C[C@H]2C)cc1`?
Mtb BioA inh: -2.4

What do the screens show for `C[C@@H]1CCCCO[C@@H](CN(C)C(=O)Nc2cccc3ccccc23)[C@H](C)CN([C@H](C)CO)C(=O)c2cc(NC(=O)Nc3ccc4c(c3)OCO4)ccc2O1`?
Mtb BioA inh: 0.3

What do the screens show for `O=C(Nc1nccs1)[C@@H]1[C@@H](CO)[C@@H]2Cn3c(cccc3=O)[C@H]1N2C(=O)C1CCC1`?
Mtb BioA inh: -2.2

Results for CN1C(=O)CS(=O)(=O)C1c1ccccc1 (configuration not stated) ?
Mtb BioA inh: 1.7

Results for Cn1cnc(S(=O)(=O)N[C@@H]2CC[C@H](CC(=O)Nc3ccccc3)O[C@H]2CO)c1 ?
Mtb BioA inh: -1.4

What do the screens show for `Cc1cccc(S(=O)(=O)N2C[C@@H]3[C@H](c4ccccc42)[C@@H](CO)N3C(=O)c2ccccc2)c1`?
Mtb BioA inh: -2.7

How did O=C(C[C@@H]1C=C[C@@H](NC(=O)Cc2cccnc2)[C@@H](CO)O1)Nc1ccccc1 do in these assays?
Mtb BioA inh: -2.8

How did Cc1ccccc1S(=O)(=O)NCC[C@@H]1CC[C@H](NC(=O)C2CCCC2)[C@H](CO)O1 do in these assays?
Mtb BioA inh: 0.0

What do the screens show for `COc1ccccc1CNC(=O)C[C@H]1CC[C@@H]2[C@H](COC[C@@H](O)CN2Cc2ccc3c(c2)OCO3)O1`?
Mtb BioA inh: -1.4

What do the screens show for `C[C@H]1CN([C@@H](C)CO)C(=O)c2cc(C3=CCCC3)cnc2O[C@H]1CN(C)C`?
Mtb BioA inh: 1.9

How did CCNC(=O)[C@H]1[C@H](CO)[C@H]2Cn3c(ccc(-c4ccccc4)c3=O)[C@H]2N1Cc1cc(F)ccc1F do in these assays?
Mtb BioA inh: 8.0

What do the screens show for `O=C(C[C@@H]1CC[C@H](NC(=O)C2CCOCC2)[C@H](CO)O1)Nc1nccs1`?
Mtb BioA inh: -2.5

Results for CC(C)CC#Cc1cnc2c(c1)C(=O)N([C@@H](C)CO)C[C@@H](C)[C@@H](CN(C)C(=O)c1ccccc1F)O2 ?
Mtb BioA inh: -1.6

How did CO[C@@H]1CN(C)C(=O)c2ccc(NC(=O)C3CCOCC3)cc2OC[C@H](C)N(C(=O)c2ccccc2)C[C@H]1C do in these assays?
Mtb BioA inh: -0.6

Results for Cc1cccc(S(=O)(=O)N2CCCCN3[C@H](C2)[C@H](c2ccc(-c4ccccc4)cc2)[C@@H]3CO)c1 ?
Mtb BioA inh: -2.5

What do the screens show for `C[C@@H]1CCCCO[C@H](CN(C)S(=O)(=O)c2cccs2)[C@@H](C)CN([C@H](C)CO)C(=O)c2cc(NC(=O)CCC(F)(F)F)ccc2O1`?
Mtb BioA inh: 2.3

Only part of the results is shown. The share of hits here may be higher or lower than overall.
